HDAC3 inhib – blocks human histone deacetylase 3 | inhibition, % at 8.3 µM | recombinant HDAC3, fluorogenic peptide/trypsin coupled, fluorescence | actives 0.15% (n = 320,000) | O15379; in the data active = inhibition above about 26%, passing the limit was not always enough; inconclusive = no clear call, values can overlap the other calls
Target sequence (O15379 whole entry, looked up): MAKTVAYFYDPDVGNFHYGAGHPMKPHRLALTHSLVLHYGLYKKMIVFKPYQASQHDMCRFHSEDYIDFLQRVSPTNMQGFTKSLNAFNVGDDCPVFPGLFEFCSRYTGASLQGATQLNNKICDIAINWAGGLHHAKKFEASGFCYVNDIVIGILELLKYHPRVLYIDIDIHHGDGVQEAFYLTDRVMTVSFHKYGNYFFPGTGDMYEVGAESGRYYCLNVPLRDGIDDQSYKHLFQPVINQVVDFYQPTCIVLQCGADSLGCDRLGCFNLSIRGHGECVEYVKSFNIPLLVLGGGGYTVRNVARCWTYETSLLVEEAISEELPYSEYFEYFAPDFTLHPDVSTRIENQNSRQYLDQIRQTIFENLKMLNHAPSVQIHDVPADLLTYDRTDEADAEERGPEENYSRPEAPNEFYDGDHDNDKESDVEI
KCNQ1 inh – blocks the human KCNQ1 potassium channel; CHO-K1 KCNQ1, FluxOR thallium flux fluorescence; active compounds read high; B-score at 10 µM; actives 1.3% (n = 310,000); AID 2642;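 active = compounds whose thallium flux B-score, printed positive for inhibition, exceeds three library SD while starting fluorescence stays within three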;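 also: channel opened by potassium depolarization with thallium stimulus after 20 min compound exposure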
KCNK9 inh – inhibitors of human KCNK9 two-pore domain potassium channel; Q9NPC2; HEK293 KCNK9, FluxOR thallium flux fluorescence; active compounds read low; B-score at 10 µM; actives 1.2% (n = 310,000);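 active = ratio B-score over 3 SD below the library mean, with starting fluorescence within 5 SD of its mean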;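 also: negative B-score means less thallium flux so channel inhibition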
hERG rescue – hERG (human) protection from proarrhythmic block. Q12809. activation (rescue from dofetilide block), less the hit threshold, % at 10 µM. actives 0.51% (n = 310,000). CHO-hERG, FluxOR thallium flux, dofetilide IC70 present;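 active = activation above the mean of controls blocked by dofetilide plus 5 SD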;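 also: thallium influx through hERG after potassium depolarization seen as dye fluorescence rise; in these data hits start at about 4.7%; inactives centre near -7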
GSK3B inh – human GSK3beta kinase inhibition; P49841; GST-GSK3beta kinase, ADP-Glo luminescence, 60 min; active compounds read low; activity score (negative = inhibition), % at 10 µM; actives 0.038% (n = 300,000); AID 2097;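 active = more than half of replicate wells score below -50%, meaning over 50% inhibition versus plate controls; inconclusive = some replicates but at most half score below -50%; inactive = no replicate scores below -50%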;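 also: 0% = median DMSO wells and -100% = median GW8510 positive control wells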
Target sequence (P49841 whole entry, looked up): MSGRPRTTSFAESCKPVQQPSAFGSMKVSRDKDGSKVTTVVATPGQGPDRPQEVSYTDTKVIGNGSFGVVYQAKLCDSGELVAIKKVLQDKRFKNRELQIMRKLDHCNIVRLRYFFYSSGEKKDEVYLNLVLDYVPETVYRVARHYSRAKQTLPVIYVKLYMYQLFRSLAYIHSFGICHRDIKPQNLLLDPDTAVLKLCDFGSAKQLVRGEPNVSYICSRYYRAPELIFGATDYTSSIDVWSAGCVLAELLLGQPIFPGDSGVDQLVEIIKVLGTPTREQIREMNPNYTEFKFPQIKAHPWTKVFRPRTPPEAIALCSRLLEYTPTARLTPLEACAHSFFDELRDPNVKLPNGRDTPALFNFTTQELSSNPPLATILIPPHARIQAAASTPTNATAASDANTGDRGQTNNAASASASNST
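Assay system: GST-tagged human GSK3beta kinase, cell-free; Input: 1.6 ng GSK3beta; Medium: Tris/MgCl2 kinase buffer; Timing: 60 min enzyme reaction, room temperature; Signal: ADP-Glo luminescence quantifying ADP generated by kinase; Evaluation: score relative to plate controls; Benchmarks: DMSO neutral wells and GW8510 at 20 µM as positive.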
KCNQ1 pot – potentiates or activates the human KCNQ1 potassium channel; P51787; CHO-K1 KCNQ1, thallium flux FluxOR fluorescence; active compounds read high; B-score at 10 µM; actives 0.35% (n = 310,000); AID 2648;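 active = fluorescence ratio B-score, a plate-corrected score, at least three library SD, with initial intensity B-score within 5 SD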
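System: Stable KCNQ1 CHO-K1 line | Incubation: 90 min dye loading and 20 min compound exposure, both at room temperature | Measure: Ratio B score | Medium: Assay buffer for compound exposure, DMSO matched across wells | Compound dosing: Single-concentration screen | Probe or stimulus: K+/Tl+ depolarizing stimulus | Measured by: Kinetic FluxOR fluorescence, 10 s baseline plus 110 s post-stimulus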
PolyA inh – inhibitors of polyadenylation in S. cerevisiae | S. cerevisiae SKY197-pL101 polyadenylation reporter, beta-gal luminescence; efflux-impaired pdr1/pdr3 knockout yeast; score 100 = 6 SD above DMSO | calls only at 12 µM | actives 0.02% (n = 300,000);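 active = lowest replicate activity score at least 50, where 100 means six control SD above control mean; inconclusive = lowest score under 50 but half or more replicates reach 50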;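 also: yeast exposed to compound for 9 h at 30 °C; higher score means more reporter readthrough which indicates perturbed polyadenylation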
GSK3 alpha inh – blocks human GSK-3 alpha kinase; P49840; ADP-Glo luminescence, 60 min; inhibition, % at 10 µM; actives 0.1% (n = 320,000); AID 2650;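 in the data active = inhibition above about 50%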;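 also: GST-tagged GSK-3 alpha with peptide substrate and 25 µM ATP; 0% = DMSO neutral wells and 100% = GW8510 positive control wells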
RGS4 act – RGS4 potentiation or activation. HEK293 M3R/inducible RGS4, carbachol calcium flux Fluo4; active compounds read low. actives 0.92% (n = 310,000). AID 463111. B-score at 10 µM;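 active = B-score of the integrated calcium signal more than 4 SD below the library mean, with starting fluorescence not abnormally high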;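 also: negative B-score means reduced calcium response which marks RGS4 activation or potentiation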
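Detection: kinetic calcium fluorescence imaging with Fluo4-AM dye, 2 µM / Material: HEK293 cells with stable M3R and inducible RGS4 / Schedule: recording 10 s baseline at 1 Hz, 100 s post-agonist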
KCNK3 inh – human KCNK3 channel inhibition, primary screen; O14649; CHO-KCNK3 thallium flux, FluxOR fluorescence; active compounds read low; B-score at 10 µM; actives 0.84% (n = 340,000); AID 602410;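 active = B-score under library mean minus 4 SD, starting fluorescence ratio at most library mean plus 5 SD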;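 also: more negative B-score means stronger inhibition of thallium flux through KCNK3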
DYRK1A inh – blocks rat Dyrk1A kinase activity; Q63470; ADP-Glo luminescence, NFATc1 peptide; inhibition, % at 12.5 µM; actives 0.43% (n = 310,000); AID 504441; in the data active = inhibition above about 50%;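 also: plate controls were vehicle with enzyme for no effect and no enzyme for full effect; many of its hits are not listed in these tables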
An asterisk follows results filed as active; i = inactive; ? = inconclusive; . = no result given. A portion of the library. The share of hits here may be higher or lower than overall.

molecule | HDAC3 inhib | KCNQ1 inh | KCNK9 inh | hERG rescue | GSK3B inh | KCNQ1 pot | PolyA inh | GSK3 alpha inh | RGS4 act | KCNK3 inh | DYRK1A inh
CCN(CC)C(=O)c1ccccc1NC(=O)c1cccc(S(=O)(=O)N(CC)CC)c1 | 3.0 | i | i | -7.4 | 0.0 | i | i | 2.4 | i | i | -1.5
COC(=O)C1=C(C)NC(=O)/C1=C\c1cc(C)n(-c2cc(C)cc(C)c2)c1C | -3.3 | i | i | -17.4 | 1.8 | i | i | -1.4 | i | i | -2.2
Cc1cccnc1NC(=O)CN1C(=O)c2ccccc2S1(=O)=O | -9.7 | i | i | -13.4 | 1.7 | i | i | -2.3 | i | i | 1.8
Cc1nn(-c2ccc(F)cc2F)c(=O)c2noc(C)c12 | -4.5 | i | i | -4.4 | -7.5 | i | i | 1.8 | i | i | .
CCOC(=O)c1cnn(-c2ccccc2)c1NC(=O)CN1CCOCC1 | -0.9 | i | i | -8.5 | 3.0 | i | i | 0.2 | i | i | .
Cc1c(O)ccc2c(CN(C)Cc3ccccc3)cc(=O)oc12 | -25.2 | i | i | -20.0 | -1.8 | i | i | 4.8 | i | i | 59.2*
Fc1ccc(-n2c(=S)[nH]c3cccnc32)cc1 | 3.0 | i | i | -8.7 | 3.4 | i | i | -2.4 | i | i | -4.4
COc1cc2cc(C(c3nnnn3C3CCCC3)N3CCCCC3)c(=O)[nH]c2cc1OC (configuration not stated) | -6.0 | i | i | -12.3 | 1.8 | i | i | -0.2 | i | i | 0.8
N#C/C(=C\c1ccc([N+](=O)[O-])cc1)c1ccccn1 | 0.5 | i | i | -5.7 | -0.1 | i | i | 1.3 | i | i | -4.5
Cn1c(C(O)c2ccccc2F)nc(Cl)c1Cl (configuration not stated) | 1.8 | i | i | -13.1 | 2.0 | i | i | -0.7 | i | i | 1.9
CC(=O)Nc1ccc(NC(=O)CSc2nc3nc(-c4cccs4)cc(C(F)(F)F)c3c(=O)[nH]2)cc1 | -7.0 | i | i | -5.2 | -2.2 | i | i | 1.2 | i | i | 3.0
O=C1CCCN1CCCNC(=S)Nc1ccc(F)c(Cl)c1 | 1.4 | 7* | i | -15.8 | 3.2 | i | i | -1.0 | i | i | 0.8
Cc1cc(=O)[nH]c(SCCc2ccccc2)n1 | 6.7 | i | i | -3.8 | . | i | i | -0.2 | i | i | 2.3
CCCOc1ccc(CCc2n[nH]c(=S)n2Cc2ccccc2)cc1 | 21.9 | i | i | -9.9 | -0.5 | i | i | 1.3 | i | i | -2.6
CC(CN1CCOCC1)OC(=O)c1ccccc1Br (configuration not stated) | -0.8 | i | i | -3.8 | 2.3 | i | i | -1.4 | i | i | 10.4
C=C(C)Cn1c(SCC(=O)O)nnc1-c1ccc(C(C)(C)C)cc1 | 0.0 | i | i | -7.8 | 0.5 | i | i | -1.0 | i | i | 5.9
COc1cccc(C(=O)OCC(=O)NCCCc2ccccc2)c1 | 7.5 | i | i | -6.0 | 2.0 | i | i | -1.9 | i | i | 2.1
CCOC(=O)c1sc(NC(=O)C(C)Sc2nc(N)cc(=O)[nH]2)nc1C (configuration not stated) | ? | i | i | -5.0 | -0.2 | i | i | 0.7 | i | i | 0.9
COC(=O)c1cccc(NC(=S)Nc2cccc(Cl)c2C)c1 | 0.9 | i | i | -12.3 | 1.1 | i | i | 1.0 | i | i | 14.1
CN(C)S(=O)(=O)c1cc(NC(=O)COC(=O)Cc2ccc(Cl)cc2Cl)ccc1Cl | 2.5 | i | i | -2.4 | -1.3 | i | i | -4.8 | i | i | -6.7
CC(Cl)C(=O)N1c2ccccc2CCc2ccccc21 (configuration not stated) | 4.0 | i | i | -10.3 | -0.4 | i | i | 0.7 | i | i | 0.7
Cc1nn(-c2ccc(Cl)cc2Cl)c(C)c1C(=O)O | 1.2 | i | i | -3.3 | 0.8 | i | i | 0.5 | i | i | 0.5
CS(=O)(=O)Nc1ccc(N2CCN(c3ccc(C(F)(F)F)cn3)CC2)nc1 | 0.0 | i | i | -0.7 | 1.2 | i | . | -0.2 | i | i | 0.2
CCOC(=O)c1c(NC(=O)CN2C(=O)CN(C)C2=O)sc(C)c1C | 2.1 | i | i | -6.1 | -5.7 | i | i | -4.0 | i | i | -4.5
COCCCN=CC1=C(O)CC(C)(C)CC1=O | -1.6 | i | i | -8.2 | -0.2 | i | i | . | i | i | 5.4
Cc1ccc(S(=O)(=O)NC(CC(N)=O)C(=O)O)cc1 (configuration not stated) | -3.8 | i | i | -5.8 | 2.3 | i | i | -0.8 | i | i | 0.0
COC(=O)C1N[C@@H]([C@@H](NC(=O)COc2ccccc2)C(=O)NC2CC2)SC1(C)C (some centres not stated) | -8.2 | i | i | -2.9 | -3.7 | i | i | 1.6 | i | i | .
CCCOc1ccc(C(=O)C(CN2CCOCC2)c2ccccc2)cc1 (configuration not stated) | -0.1 | i | i | -8.2 | 1.4 | i | i | 3.0 | i | i | -0.3
CCOc1cc(/C=N/NC(=O)c2nnn(-c3nonc3N)c2C)ccc1OCc1cccc(F)c1 | -5.1 | i | i | -5.1 | -1.1 | i | i | 0.6 | i | i | 6.5
C=CCn1c(SCc2ccc(Cl)cc2)nc2cc(C(=O)N3CCC(C(N)=O)CC3)ccc2c1=O | . | i | i | -10.8 | 1.8 | i | i | . | i | i | -0.9
O=C(CCC(=O)c1cccs1)NCc1cccc(Cl)c1 | 0.0 | i | i | -14.4 | 0.8 | i | i | -1.0 | i | i | -1.9
CCOc1ccccc1NC(=O)C1C2C=CC(O2)C1C(=O)O (configuration not stated) | 11.0 | i | i | -4.6 | 1.4 | i | i | . | i | i | -1.8
COc1ccccc1C1(CCNC(C)c2cccs2)CCOC(C(C)C)C1 (configuration not stated) | -0.6 | i | i | -11.8 | -0.1 | i | i | 1.6 | i | i | .
COCc1cc(C)nc(SCC(=O)Nc2nc(C)cs2)c1C#N | -2.0 | i | i | -6.3 | 1.0 | i | i | -0.7 | i | i | -3.2
CC(C)(C)OC(=O)N[C@@H](Cc1ccccc1)C(=O)N[C@@H](CO)[C@H](O)[C@@H]1C[C@@H]1C(=O)N1CCCC1 | -2.2 | i | i | -0.7 | 2.6 | i | i | 0.7 | i | i | 3.2
CCOC(=O)c1c(CC(C)C)csc1NC(C)=O | 16.1 | i | i | -9.0 | 1.1 | i | i | -3.7 | i | i | -13.7
CCC(=O)Nc1sc(C(=O)Nc2ccccc2F)c(C)c1C(=O)OC | -1.4 | i | i | -5.5 | -0.6 | i | i | 0.5 | i | i | 2.6
Cc1ccccc1NC(=O)CSc1ccc(-c2cccnc2)nn1 | -3.4 | i | i | -6.4 | 1.5 | i | i | 0.2 | i | i | -0.4
O=C(/C=C/c1ccccc1)Nc1ccc(Br)cn1 | -11.6 | i | i | 1.3 | -1.2 | i | i | -1.1 | i | i | .
O=C(Cc1ccccc1)Nc1nc2ccccc2[nH]1 | 8.1 | i | i | -4.2 | 3.7 | i | i | -1.2 | i | i | 6.5
CC1CCCCC1NC(=O)CN1C(=O)NC(C)(c2ccc(OC(F)F)cc2)C1=O (configuration not stated) | 3.6 | i | i | -11.4 | 1.5 | i | i | -2.1 | i | i | -1.0
Oc1ccccc1N1CCN(C(=S)NCc2ccccc2)CC1 | -1.3 | i | i | -9.4 | 3.3 | i | i | . | i | i | -3.1
N#Cc1c(NC(=O)CCCN2C(=O)c3ccccc3C2=O)oc(-c2ccccc2)c1-c1ccccc1 | 0.2 | 6* | i | -10.0 | 1.4 | i | i | -1.1 | i | i | 2.6
O=C(COC(=O)c1ccccc1-c1ccccc1[N+](=O)[O-])c1ccccc1 | -0.9 | i | i | -4.0 | 2.6 | i | i | -1.2 | i | -10.5* | 8.6
COc1cc2[nH]c(=S)nc(NCCc3ccc(S(N)(=O)=O)cc3)c2cc1OC | 8.0 | i | i | -13.8 | 2.0 | i | i | -0.1 | i | i | -5.1
COc1cccc(/C=N/n2c(N)c(S(=O)(=O)c3cccs3)c3nc4ccccc4nc32)c1 | 1.2 | i | i | -1.5 | 0.1 | i | i | -2.8 | i | i | -1.3
O=C(N/N=C/c1ccc(OC(F)F)cc1)c1ccc(CSc2nc3ccccc3[nH]2)cc1 | 2.4 | i | i | -3.5 | -0.8 | i | i | . | i | i | 3.2
c1ccc(-c2csc3ncn4nnnc4c23)cc1 | . | i | i | -12.9 | -3.4 | i | i | 2.6 | i | i | 10.8
O=C(c1ccc(Cl)c(S(=O)(=O)N2CCOCC2)c1)N1CCCC1 | 1.3 | i | i | -3.5 | -2.5 | i | i | -0.4 | i | i | -4.2
CCCCc1c(C)[nH]c2nc3ccccc3n2c1=O | -0.2 | i | i | -2.0 | 2.1 | i | i | . | i | i | 5.8
CCN1CCN(c2cc3c(nn2)Oc2ccccc2N3C)CC1 | -27.9 | i | i | -4.0 | 0.0 | i | i | 5.1 | i | i | 1.1
O=C(CNS(=O)(=O)c1cccc(Br)c1)NCCCc1ccccc1 | 1.2 | i | i | -6.9 | -3.5 | i | i | -3.0 | i | i | -7.9
Cc1ccc(N(C(=O)Cn2nnc3ccccc32)C(C(=O)NCc2ccco2)c2ccc(C)o2)cc1 (configuration not stated) | . | i | i | -8.7 | 0.3 | i | i | . | i | i | -4.2
O=C(O)C1Cc2ccccc2CN1C(=O)COc1ccc(Cl)cc1 (configuration not stated) | 2.1 | i | i | -10.5 | 0.4 | i | i | -4.1 | i | i | -1.6
CCCCCc1cc(=O)oc2c(C(CCN3CCCC(C)C3)c3ccc(OC)cc3)c(OC)cc(OC)c12 (configuration not stated) | 9.6 | i | i | -35.4 | -0.4 | i | i | 2.5 | i | i | -0.7
COc1ccc(NC(=O)NC2(C(=O)N3CCCCC3)CCCCC2)cc1 | -0.6 | i | i | -8.3 | 5.1 | i | i | 4.4 | i | i | 11.5
O=C(NCc1cccnc1)C(=O)NCC1OCCN1S(=O)(=O)c1ccc(F)cc1 (configuration not stated) | 2.2 | i | i | -13.2 | 0.6 | i | i | 0.0 | i | i | 0.7
O=C(N/N=C/c1ccncc1)c1ccc2c(c1)OCO2 | -2.8 | i | i | -7.1 | -0.8 | i | i | -0.4 | i | i | 7.4

Assay outcomes (PubChem)
